# From PubChem
# APOBEC3G inh – blocks human APOBEC3G single-stranded DNA deamination; Q9HC16; 0.28% of 330,000 active; inhibition, % at 20 µM; recombinant A3G, ssDNA deamination FAM/TAMRA fluorescence;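 active means inhibition of at least 40% at 20 µM, with no more than 30% in the related APOBEC3A deaminase screen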;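 further: plate controls were DMSO wells with A3G for no effect and wells lacking A3G enzyme for full effect; some compounds called inactive have numbers as strong as hits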
# hIAP act – human IAP activation. P09923. AID 2524. 0.16% of 330,000 active. activation factor at 10 µM. purified human IAP, CDP-Star luminescence, 30 min; active compounds read high; 1 = vehicle-only enzyme, 0 = enzyme-free background;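 active means activation factor of the enzyme at least 2-fold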; further: the source names both 10 and 20 µM as test concentration; values of inactives mirror those of a sister screen read the other way
# Target sequence (P09923 whole entry, looked up): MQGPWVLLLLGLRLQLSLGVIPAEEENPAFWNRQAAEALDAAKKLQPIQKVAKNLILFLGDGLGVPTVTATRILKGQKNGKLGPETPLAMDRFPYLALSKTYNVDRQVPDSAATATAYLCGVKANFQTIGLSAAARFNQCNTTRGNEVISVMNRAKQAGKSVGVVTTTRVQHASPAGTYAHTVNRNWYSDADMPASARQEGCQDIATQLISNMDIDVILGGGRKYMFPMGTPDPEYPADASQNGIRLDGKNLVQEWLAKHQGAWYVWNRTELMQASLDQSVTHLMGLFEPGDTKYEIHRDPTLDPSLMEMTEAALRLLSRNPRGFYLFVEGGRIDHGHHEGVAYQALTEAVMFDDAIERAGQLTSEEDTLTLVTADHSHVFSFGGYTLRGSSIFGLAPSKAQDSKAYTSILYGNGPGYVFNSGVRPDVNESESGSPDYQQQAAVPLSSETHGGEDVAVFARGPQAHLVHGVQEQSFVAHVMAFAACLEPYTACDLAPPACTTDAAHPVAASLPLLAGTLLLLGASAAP
# hIAP block – human IAP inhibition. P09923. 0.12% of 330,000 active. AID 2544. purified IAP, CDP-Star luminescence, 30 min. inhibition, % at 10 µM;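 active means inhibition reaching a set limit with compound at 10 µM in the primary screen, cut at about 35% in these data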;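 further: plate controls were DMSO wells with enzyme for no effect and no-enzyme buffer wells for full effect; values of inactives mirror those of a sister screen read the other way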
# MPTP block – permeability transition pore inhibition; AID 602449; 1.4% of 360,000 active; isolated mouse mitochondria, Ca2+ swelling absorbance, 30 min; inhibition, % at 10 µM;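 active means inhibition of 50% or more, scaled per plate between neutral and stimulator controls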;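 further: 0% = DMSO wells given calcium and 100% = 1 mM EGTA wells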
# mIAP act – increases mouse intestinal alkaline phosphatase activity | muIAP, CDP-Star luminescence, 30 min; active compounds read high; 1 = vehicle-only enzyme signal, 0 = enzyme-free wells | activation factor at 10 µM | 0.24% of 330,000 active;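 active means activation factor of at least 2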; further: the source names both 10 and 20 µM as test concentration; values of inactives mirror those of a sister screen read the other way
#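 Assay system: mouse IAP enzyme / Compound: DMSO-dissolved test compounds / Timing: 30 min, room temperature / Measured by: luminescence from enzymatic CDP-Star hydrolysis / Control set: DMSO-only wells, enzyme-free buffer wells as negative control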
# A3A deaminase – human APOBEC3A DNA deaminase inhibition; P31941; recombinant A3A, FAM/TAMRA ssDNA deamination fluorescence; inhibition, % at 20 µM; 0.41% of 330,000 active;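 active means at least 40% inhibition at 20 µM here, with at most 30% in a related deaminase screen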;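 further: plate controls were A3A with DMSO for no effect and wells lacking A3A enzyme for full effect; some results filed as inactive read as strong as hits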
# Target sequence (P31941 whole entry, looked up): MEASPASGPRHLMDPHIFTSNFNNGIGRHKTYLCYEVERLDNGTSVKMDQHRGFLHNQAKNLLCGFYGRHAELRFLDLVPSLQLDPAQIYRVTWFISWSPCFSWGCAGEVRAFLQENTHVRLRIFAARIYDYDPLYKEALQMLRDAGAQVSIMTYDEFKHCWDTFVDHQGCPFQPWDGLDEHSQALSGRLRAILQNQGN
# mIAP block – mouse IAP inhibition. purified mouse IAP, CDP-Star luminescence, 30 min. inhibition, % at 10 µM. 0.2% of 330,000 active. AID 2806;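 active means inhibition of at least 40% at 10 µM in the primary screen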;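 further: plate controls were DMSO with enzyme for no effect and no enzyme wells for full effect; values of inactives mirror those of a sister screen read the other way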
# ATG4B inh – inhibitors of human ATG4B cysteine protease | AID 504462 | Q9Y4P1 | 0.51% of 340,000 active | ATG4B cleavage of LC3-PLA2, NBD-HPC fluorescence, 1 h | inhibition, % at 8.33 µM; in the data active means inhibition above about 40%
# beta cell repl – inducers of beta-cell replication in MIN6 cells; proliferation, % at 10 µM; MIN6 cells proliferation, ATPlite luminescence, 48 h; cells starved in 0.2% serum; 100% = growth in 10% serum; 0.29% of 330,000 active; AID 2380;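 active means compounds whose signal lies at least 3.5 SD above the mean of all wells on their plate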;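 further: 0% = DMSO-treated cells in low-serum medium and 100% = 10% serum control; some compounds called inactive have numbers as strong as hits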
# * marks the source's active call; other numbers are inactive results; x = no result given.
SMILES,APOBEC3G inh,hIAP act,hIAP block,MPTP block,mIAP act,A3A deaminase,mIAP block,ATG4B inh,beta cell repl
CC1CCc2c(sc3ncn(N)c(=N)c23)C1 (centres undefined),-10,0.99,1,0.9,0.94,0,6,-3,0
O=C1NC2(CCCCCC2)C(=O)N1Cc1ccccc1Br,-6,0.88,12,-1.6,1,-4,-2,5,0
CSc1nc(-c2ccccc2)c(-c2ccccc2)[nH]1,1,1.1,-7,3.9,0.98,-1,2,-11,-4
CCOC(=O)c1cc(-c2ccccc2)sc1NC(=O)c1ccc(OC)cc1,38,1.1,-8,x,0.9,3,10,-6,-6
Cc1ccc2cccc(Oc3cnccn3)c2n1,-2,0.89,11,-1.2,0.9,-1,10,-12,0
CNC(=O)CSc1nnc(-c2ccco2)n1-c1cccc(C)c1C,-9,1.1,-11,-3.8,1.1,1,-6,-5,-1
Cc1ccccc1OC(C)c1nc(-c2ccccc2)no1 (centres undefined),-5,1,-4,-5.4,0.99,-6,1,5,-3
Cc1ccc(S(=O)(=O)N(C)C)cc1NC(=O)CSc1nnc(C2CC2)n1C1CC1,-8,1,-5,-0.4,1,-4,0,-11,-1
Cc1c(NCc2ccccc2O)c(=O)n(-c2ccccc2)n1C,-4,1,-4,0.8,1.3,-9,-26,-3,-1
O=C(CCCOc1ccc(Cl)cc1Cl)NCC1CCCO1 (centres undefined),-6,1.3,-31,0.9,1.1,-1,-6,-1,-3
O=c1cc(-c2ccccc2)n(S(=O)(=O)c2ccccc2)o1,-6,1,0,-0.8,0.95,-9,4,-11,-2
CCNc1ccc(S(=O)(=O)C(F)(F)F)cc1NC(=O)C12CCC(CC1)C2,-4,1,-2,10,0.98,-3,2,6,-4
CC(C)COc1ccc(C(=S)N2CCCC2)cc1,-4,1.1,-6,1.1,1,-3,0,19,-2
COc1cc(C(=O)NC(=S)Nc2ccc(NC(=O)c3ccco3)cc2)cc(OC)c1OC,1,1.1,-12,-0.9,0.91,1,9,-6,-2
C=CCNC(=O)/C(C#N)=C/c1c(N2CCN(c3ccccc3)CC2)nc2c(C)cccn2c1=O,-5,0.92,8,0.1,0.91,-3,9,9,-1
Nc1cccc(-c2nc3ccc(N)cc3s2)c1,-8,0.96,4,-5.1,1,-5,-4,-11,-5
COc1cc(OC)cc(C(=O)N[C@H](C(=O)Nc2cccc(S(=O)(=O)N3CCCC3)c2)C(C)C)c1,-6,1.1,-12,2.5,1.3,-2,-34,-11,-4
COc1ccc(-c2[nH]c(-c3ccc(C)cc3)nc2SCC(=O)Nc2nccs2)cc1,-8,1.1,-14,27,1.1,0,-5,10,-2
COc1ccc(-n2c(Cc3cccn3C)nnc2SCC(=O)Nc2ccc(C)c(Cl)c2)cc1,2,1,-3,0.2,1.1,-2,-12,36,-3
CCOC(=O)C1CCCN(C(=O)c2cc(Nc3ccc(OC)cc3OC)nc3ccccc23)C1 (centres undefined),-4,1.1,-7,1.5,0.89,-1,11,-8,-4
CN(C)C(=O)c1ccc(Oc2ccc(C(=O)N(C)C)cc2)cc1,-4,0.91,9,-0.1,0.97,-1,3,-3,-4
COc1cccc(-c2csc(N3CCN(CC(=O)NNC(=O)c4ccc(Cl)cc4)CC3)n2)c1,-5,0.97,3,0.5,1.2,-3,-15,-38,-3
O=C(CN1C(=O)COc2ccccc21)Nc1ccc(N2CCOCC2)cc1,-3,1.2,-16,-0.7,1,5,-3,-4,0
Cc1ccsc1/C=N/NC(=O)c1ccco1,-3,0.82,18,-0.4,0.96,1,4,0,0
CC(C)NC(=O)COc1ccc(S(=O)(=O)N2CCOCC2)cc1,2,0.93,7,-2.2,0.95,-2,5,-4,0
O=C(Nc1cc(Sc2ccccn2)cc([N+](=O)[O-])c1)c1cccc(F)c1,-1,0.93,7,97*,1,1,-2,5,-7
COc1ccc(C(C)=O)cc1COC(=O)c1ccc(N)c([N+](=O)[O-])c1,4,0.89,11,1.0,0.92,5,8,0,6
COC(=O)CC1C(=O)NC2CCCCC2N1C(=O)c1ccccc1 (centres undefined),1,0.99,0,2.4,1,0,0,-10,2
Fc1ccc(C2=Nn3c(Cc4ccccc4)nnc3SC2)cc1,-5,1,-3,1.5,0.88,-4,12,0,0
S=C(NCc1ccco1)N1CCN(c2ccccn2)CC1,-5,1,0,-2.1,1,-2,-2,-5,0

# Of the compounds above, these contain a thiophene ring, fused or not.
SMILES,APOBEC3G inh,hIAP act,hIAP block,MPTP block,mIAP act,A3A deaminase,mIAP block,ATG4B inh,beta cell repl
CC1CCc2c(sc3ncn(N)c(=N)c23)C1 (centres undefined),-10,0.99,1,0.9,0.94,0,6,-3,0
CCOC(=O)c1cc(-c2ccccc2)sc1NC(=O)c1ccc(OC)cc1,38,1.1,-8,x,0.9,3,10,-6,-6
Cc1ccsc1/C=N/NC(=O)c1ccco1,-3,0.82,18,-0.4,0.96,1,4,0,0

# Further records
SMILES,APOBEC3G inh,hIAP act,hIAP block,MPTP block,mIAP act,A3A deaminase,mIAP block,ATG4B inh,beta cell repl
C=CCOc1c(Br)cc(/C=C2\SC(=Nc3ccccc3)NC2=O)cc1OC,1,0.79,21,3.0,0.94,-3,6,-2,-5
COc1ccc(N/C(=C(/C(Cl)=C(Cl)Cl)[N+](=O)[O-])n2nnc3ccccc32)cc1OC,5,1.1,-5,x,0.82,2,18,x,-1
Cc1c(C(=O)N/N=C/c2ccccc2)sc(=S)n1C,4,1,-1,-5.7,0.88,-5,12,-4,-1
Nc1[nH]ncc1-c1ccc(F)cc1,-4,0.97,3,-1.0,0.97,0,3,1,-1
COc1cnc(SCc2c(Cl)cccc2Cl)nc1Cl,-2,0.98,2,12,0.88,-4,12,50*,-6
CCc1ccc(NC(=O)CCc2nnc3ccc(N4CCC5(CC4)OCCO5)nn23)cc1,-2,1.2,-21,-1.2,0.91,-1,9,-4,0
COC(=O)c1sc(NC(=O)COc2c(C)cccc2C)nc1C,-10,1,-4,-0.2,1.1,3,-6,12,0
CC(=O)c1cnc2cc(-c3cccc(Br)c3)nn2c1C,-3,1,0,2.2,1,5,-1,-5,-1
Cc1cc(Cl)ccc1N(CC(=O)NCc1ccc2c(c1)OCO2)S(C)(=O)=O,-4,1.2,-23,1.5,1,-2,-2,-8,-2
CSC(=NCc1ccco1)NC#N,-6,0.92,8,1.3,0.93,-3,7,10,-4
CCOc1cc(-c2nc(C)c(C(C)=O)n2O)ccc1OCC(=O)Nc1cccc(C)c1,-4,1.1,-10,-3.0,1,2,0,-12,0
CC1(OC(=O)c2ccco2)C(=O)C=C2C=C(c3ccc(C#N)cc3)OC=C2C1=O (centres undefined),-1,0.86,14,x,0.75,3,25,x,-1
COC(=O)c1c(NC(=O)c2ccc(S(=O)(=O)N3CCOCC3)cc2)sc2c1CCN(C(C)C)C2,-2,0.94,6,0.4,0.9,-2,10,-4,-3
Cc1ccc(C(=O)C(C)N(C(=O)c2ccc(Cl)cc2Cl)N2C(=O)CCCC2=O)cc1 (centres undefined),-10,1.1,-10,-0.8,1.1,3,-10,-8,1
Brc1ccc(-c2csc(NC3=NCCCCC3)n2)cc1,-6,0.99,1,-0.8,1.1,5,-9,1,-1
COc1ccc2c(c1)CN(C)S(=O)(=O)c1ccccc1-2,1,x,x,0.8,1.1,2,-9,1,x
CCCCC(=O)Nc1ccc(NC(=O)c2cccs2)cn1,-5,1.1,-10,0.1,0.97,-2,3,-6,-2
CCOC(=O)c1[nH]c2ccc(OC)cc2c1NC(=O)CN1CCN(c2ccccn2)CC1,-3,1,-3,x,0.98,-2,2,x,-3
Cn1nc([N+](=O)[O-])nc1Oc1ccc(C(C)(C)C)cc1,-3,0.9,10,0.2,0.97,3,3,6,1
Cc1ccc(S(=O)(=O)N2CCC(=O)N(CCOCc3cccc(C(F)(F)F)c3)CC2)cc1,-8,1,-1,3.1,1,-3,-1,-6,-5
CC(C)(C)c1ccc(-c2nc(NCc3cccnc3)c3ccccc3n2)cc1,-6,1,-1,3.3,0.92,-1,8,68*,-6
OCCC1CN(Cc2ccncc2)CCN1C1CCCC1 (centres undefined),-5,1,-4,0.7,0.97,-4,3,4,-3
CCCCC(=O)Nc1cc(C)c(NC(=O)c2ccco2)cn1,-6,1.3,-27,0.5,1,2,-2,0,3
COc1ccc(/C=C/C(=O)OC2CCCN(C)C2)cc1 (centres undefined),-6,0.79,21,4.6,1,-1,-2,-4,0
Cc1ccccc1C(=O)c1cccn1CC(=O)O,11,1.2,-25,1.4,0.9,11,10,2,-4
O=C(NCc1ccco1)C1(c2ccccc2)CCCC1,2,0.93,7,-1.4,1,3,-1,6,-2
O=C(COc1ccc2ccc(=O)oc2c1)Nc1c(Cl)cccc1C(F)(F)F,-7,1.1,-11,-2.8,1,4,-2,-4,3
FC(F)(F)c1cnc(COc2cc(Cl)cc(Cl)c2)c(Cl)c1,0,0.96,4,-1.1,0.94,-1,6,-1,2
CCCn1c(=O)[nH]c(=O)c2c1nc(-c1ccc(OC(F)F)c(OC)c1)n2CCOC,3,1.1,-13,80*,1.1,2,-10,-3,-4
COc1cc(/C=N/N2CCN(c3ccccc3)CC2)cc(OC)c1OC(C)=O,-3,1.2,-16,1.2,0.99,-4,1,-3,-2
Cc1cccn2c(=O)c(C=NCCO)c(NCc3ccco3)nc12,-10,0.85,15,1.1,1,-5,-3,1,-3
c1cncc(-c2noc(C34CC5CC(CC(C5)C3)C4)n2)c1,1,0.92,8,0.4,0.98,2,2,-8,0
Cc1cc(N)n2ncc(-c3ccc(F)cc3)c2n1,0,1.4,-36,2.3,1,0,0,-13,2
CCOc1ccc2nc(SCC(=O)c3ccc(C)s3)sc2c1,-2,0.76,24,1.3,0.97,-3,2,-3,0
CCOc1ccc(/C=N/NC(=O)c2ccc(Cn3cc(Br)cn3)o2)cc1,-3,1.1,-8,-7.5,0.97,-2,3,-4,-1
COc1ccc(CN2CCN(C(=O)c3ccc4nc(N5CCOCC5)sc4c3)CC2)c(OC)c1OC,2,0.98,2,-0.1,0.94,0,6,-5,-1
O=C1NN(c2ccccc2)C(=O)/C1=C/c1coc2ccccc2c1=O,-7,0.89,11,5.6,1,5,-2,7,0
COc1cccc2c1cc1c(=O)n(CC(=O)NCCCc3ccccc3)nc(C)n12,-5,1,-2,0.4,1,-3,-2,3,4
O=c1[nH]c2ccccc2nc1Cc1ccc(Cl)cc1,-4,0.92,8,1.1,1,0,-1,-8,0
CCC(C)(C)C1CCC2(CC1)NC(=O)N(CC(=O)N(C)CCOc1ccc(Cl)cc1)C2=O (centres undefined),-11,0.99,1,0.0,0.99,-5,1,-1,-6
Cc1csc2nc(SCC(=O)Nc3ccccc3F)[nH]c(=O)c12,-2,1.3,-32,0.4,0.97,5,3,10,-4
O=C(c1ccc(Cl)c(S(=O)(=O)N2CCCCCC2)c1)N1CCN(CCO)CC1,1,1.1,-10,2.7,1,4,-2,-2,-1
Cc1ccccc1NS(=O)(=O)c1cc(C(=O)NCCC2=CCCCC2)ccc1C,4,0.9,10,7.7,1.1,-5,-12,-2,-4
CC(=O)C1=C(c2ccccc2)NC(=O)NC1c1ccc(O)c(Cl)c1 (centres undefined),-4,1.1,-6,0.3,1,-3,-2,7,-1
Cc1cccc(NC(=O)CN2CCCN(S(=O)(=O)c3ccc(Br)s3)CC2)c1,-7,1.1,-12,-0.1,1.1,-4,-10,-3,-2
CN(CCOc1ccccc1)CC(O)COc1ccccc1 (centres undefined),2,1.1,-8,-1.2,1,-5,-4,1,0
N=c1c(C(=O)NCCN2CCOCC2)cc2c(=O)n3ccccc3nc2n1CCCN1CCOCC1,-5,0.97,3,0.0,1,0,-5,-2,5
